# Assay outcomes as filed in PubChem BioAssay.
# UHRF1 binding: human UHRF1 methylated DNA binding inhibitors | Q96T88 | UHRF1 binding to methylated oligo, TR-FRET | inhibition, % at 4.4 µM | 370,000 tested, 0.75% active | AID 687016; in the data active = inhibition above about 21%;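 also: UHRF1 SRA domain binding a hemimethylated CpG hairpin DNA probe; 0% = median of test compound wells and 100% = reference inhibitor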
# SIAE inh: human SIAE inhibition, primary screen; SIAE FP-Rh probe binding, fluorescence polarization; inhibition, % at 9.66 µM; Q9HAT2; AID 1053197; 370,000 tested, 0.69% active;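 active = inhibition above a cutoff: mean of compounds within the control limits plus 3 SD of those, cut at about 17% in these data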;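 also: 0% = plate median of compound wells and 100% = probe without SIAE protein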
# DDE Tn7 FP inh: DD(E)-Tn7 binding inhibition, primary FP screen; FP displacement of FITC-Tn7 peptide from fibrin DD(E); 0% = median of compound wells per plate; inhibition, % at 8.3 µM; 370,000 tested, 0.13% active; AID 720508;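 active = inhibition above the mean of compounds falling within the control limits plus 3 SD of them, cut at about 14% in these data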;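 also: 0% = plate median of compound wells and 100% = 10 µM Aha-Tn7 peptide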
#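 Also added: labelled Tn7 tracer, 0.1 µM; Assay system: human fibrin DD(E) protein; Amount: 2 µM fibrin DD(E); Schedule: 10 min compound pre-incubation, 3 h probe incubation at room temperature; Repeats: one replicate per compound; Read-out basis: percent inhibition; Measured by: fluorescence polarization of the labelled Tn7 tracer.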
# HTRA1 inh: blocks human HTRA1 serine peptidase; Q92743; recombinant HTRA1, FP-rhodamine activity-based probe, fluorescence polarization; inhibition, % at 5.96 µM; 340,000 tested, 0.5% active; AID 504803; in the data active = inhibition above about 36%;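 also: 0% = enzyme with DMSO and 100% = wells lacking enzyme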
# PRMT1 inh: PRMT1 (human) inhibition, primary screen; 370,000 tested, 1.3% active; Q99873; recombinant PRMT1, activity-based probe fluorescence polarization; inhibition, % at 2.79 µM;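 active = inhibition above about 21% made by adding two undisclosed values, limit read from the data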
# Target sequence (Q99873 whole entry, looked up): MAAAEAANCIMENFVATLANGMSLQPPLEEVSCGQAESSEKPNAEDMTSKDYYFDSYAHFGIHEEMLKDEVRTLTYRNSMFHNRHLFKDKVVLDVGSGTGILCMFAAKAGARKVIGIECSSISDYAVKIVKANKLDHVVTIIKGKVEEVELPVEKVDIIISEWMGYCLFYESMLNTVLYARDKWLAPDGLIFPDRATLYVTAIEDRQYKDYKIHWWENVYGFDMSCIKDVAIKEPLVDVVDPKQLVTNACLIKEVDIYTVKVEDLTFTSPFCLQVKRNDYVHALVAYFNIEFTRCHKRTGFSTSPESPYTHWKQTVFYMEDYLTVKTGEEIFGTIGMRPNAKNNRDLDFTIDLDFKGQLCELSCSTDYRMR
# TDP2 inh: TDP2 (human) inhibition, absorbance primary screen. O95551. recombinant TDP2, T5PNP hydrolysis, p-nitrophenol absorbance 415 nm. inhibition, % at 12.8 µM. 370,000 tested, 0.34% active. AID 720702;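 active = inhibition above the mean of all tested compounds plus 3 SD, set per campaign, cut at about 25% in these data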;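 also: 0% = DMSO with enzyme and 100% = buffer with substrate but no TDP2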
# Target sequence (O95551 whole entry, looked up): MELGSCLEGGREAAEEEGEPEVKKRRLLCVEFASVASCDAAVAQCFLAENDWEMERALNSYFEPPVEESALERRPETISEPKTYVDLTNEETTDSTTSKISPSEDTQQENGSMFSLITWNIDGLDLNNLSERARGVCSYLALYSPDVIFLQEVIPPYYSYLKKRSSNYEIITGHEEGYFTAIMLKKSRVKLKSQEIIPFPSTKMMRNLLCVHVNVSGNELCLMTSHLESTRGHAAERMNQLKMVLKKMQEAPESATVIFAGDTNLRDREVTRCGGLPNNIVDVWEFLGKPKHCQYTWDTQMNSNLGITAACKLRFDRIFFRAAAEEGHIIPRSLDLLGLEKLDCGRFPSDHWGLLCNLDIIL
#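 Assay system: recombinant human TDP2 / Reagent: T5PNP substrate at 5 mM, a TopII-DNA adduct mimic / Measured by: epi absorbance from released p-nitrophenol / Evaluation: % inhibition relative to enzyme-containing and enzyme-free wells / Control set: enzyme-free and DMSO wells / Replicates: each compound tested once, singlicate / Schedule: enzyme reaction with compound for 2 h at 37 °C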
# PG9 binder: PG9 antibody binding by small molecule; TR-FRET gp120-PG9 antibody binding; inhibition, % at 6.7 µM; 360,000 tested, 0.43% active; in the data active = inhibition above about 8.5%
# TCR CD3 inh: inhibitors of human TCR-CD3 interaction; inhibition, % at 9.4 µM; 360,000 tested, 0.37% active; AID 651800; TAMRA-labeled TCR probe fluorescence, biochemical; in the data active = inhibition above about 19%;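 also: recombinant mutant TCR 2C K166C tagged with TAMRA read by polarization; 0% = receptor in buffer alone and 100% = receptor with positive control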
# LEDGF integ inh: blocks HIV-1 LEDGF/p75-dependent DNA integration. TR-FRET IN-LEDGF/p75 DNA integration, Eu/Cy5. inhibition, % at 3.7 µM. 370,000 tested, 0.64% active. AID 743269;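 active = inhibition above the screen-wide mean plus 3 SD, cut at about 13% in these data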;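 also: signal is the Cy5 over europium emission ratio at 671 and 618 nm; 0% = plate median of compound wells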
# mABHD4 FP: inhibitors of mouse ABHD4. purified mABHD4, FP-Rh probe fluorescence polarization. 370,000 tested, 0.54% active. inhibition, % at 8.92 µM. AID 720543;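 active = inhibition exceeding the mean over every tested compound plus 3 SD, cut at about 30% in these data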;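 also: 0% = plate median of compound wells and 100% = S159A mutant with DMSO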
#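 Doses – 8.92 µM, single dose · Material – wild-type mouse ABHD4 protein · Replication – single well per compound (singlicate) · Measure – percent inhibition of probe binding, normalized to plate controls · Schedule – 45 min compound pre-incubation plus 60 min probe step, 25 °C · Detection – fluorescence polarization with parallel and perpendicular emission, 525/598 nm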
# The depositor's hits bear a star; . = no result given.
no.	SMILES	UHRF1 binding	SIAE inh	DDE Tn7 FP inh	HTRA1 inh	PRMT1 inh
1	C[C@@H](NC(=O)c1ncn(Cc2ccccc2)c1C(=O)N[C@H](C)c1ccccc1)c1ccccc1	-1	-1	3	-37	-3
2	CC(=O)NC1=NN(C(C)=O)C(c2ccccn2)S1 (centres undefined)	0	-4	1	-6	-2
3	O=C(/C=C/c1cccc([N+](=O)[O-])c1)Nc1cc(C(=O)O)cc(C(=O)O)c1	6	-7	0	4	5
4	Cc1ccccc1C(=O)N1CCC(C(=O)Nc2ccc(S(=O)(=O)N3CCCCC3)cc2)CC1	-1	-4	-6	-6	-3
5	CC(=O)Nc1cccc(NC(=O)COc2ccccc2C)c1	-3	0	1	8	2
6	O=S(=O)(CCCc1ccccc1)c1ncn[nH]1	5	-6	-11	7	-1
7	CC(Sc1ccccc1)C(=O)NCC1COc2ccccc2O1 (centres undefined)	0	2	-5	-1	-2
8	CCCS(=O)(=O)NC(=O)C1(C)CCN(C(=O)c2ccc(C#N)cc2)C1 (centres undefined)	6	2	0	.	5
9	CC(Sc1nnc(-c2cccs2)n1Cc1ccccc1)C(=O)NCc1ccc2c(c1)OCO2 (centres undefined)	-1	-3	0	-5	-2
10	COc1ccc(-c2c(C)nn3c(N)c(C#N)cnc23)cc1OC	6	2	-8	7	0
11	Cc1ccc(S(=O)(=O)Cc2csc(N)n2)cc1	2	-1	4	7	-1
12	CSc1nc2ccccc2cc1/C=C(\C#N)c1cccc(Cl)c1	0	15	-1	-6	2

no.	TDP2 inh	PG9 binder	TCR CD3 inh	LEDGF integ inh	mABHD4 FP
1	6	-0.3	-1	0	-19
2	-11	-0.6	-2	1	1
3	-6	-4.6	-7	-2	2
4	7	-1.6	3	1	1
5	17	1.4	21*	1	0
6	0	0.5	-2	2	4
7	-11	0.3	6	-2	2
8	-4	0.6	-2	-4	-7
9	8	0.2	3	-1	0
10	-18	-0.6	-9	2	-3
11	6	0.5	-3	-4	2
12	4	-2.5	-2	-2	-2

# (cont.)
no.	SMILES	UHRF1 binding	SIAE inh	DDE Tn7 FP inh	HTRA1 inh	PRMT1 inh
13	CCOC(=O)c1sc(NC(=S)NC(=O)C2CCCC2)cc1C	0	-4	2	-17	0
14	O=C(CCCC(=O)NNC(=O)Nc1ccccc1)NNC(=O)Nc1ccccc1	-2	-7	9	.	-3
15	CC1(C2CC2)NC(=O)N(CC(=O)Nc2ccc(F)cc2F)C1=O (centres undefined)	-3	7	4	0	-3
16	C=CCn1c(COc2ccc(Cl)cc2)nnc1SCc1ccc(C#N)cc1	0	3	1	-5	-1
17	CC1(C)CC(c2nc(-c3ccc([N+](=O)[O-])cc3)cs2)CCO1 (centres undefined)	-4	7	-3	0	0
18	O=C(NNc1ncnc2c1cnn2-c1ccc(F)cc1)c1ccco1	-1	3	-5	4	-9
19	Cc1nn(-c2ccccc2)c2sc(C(=O)NC3CC3)cc12	-3	-2	2	-9	-2
20	O=c1[nH]c2ccccc2cc1CN(CC1CCCO1)S(=O)(=O)c1ccccc1 (centres undefined)	0	8	5	0	-3
21	Cn1c(=O)c2c(nc(SCCN3CCCCC3)n2Cc2ccc(Cl)cc2)n(C)c1=O	0	-6	-2	-8	-4
22	COc1ccc(N2CCN(C(=O)COCC(=O)O)CC2)cc1	1	-4	-13	5	1
23	O=C(c1cccc(C(F)(F)F)c1)C1CCCN(C(=O)CCn2cnnn2)C1 (centres undefined)	-1	3	0	6	-2
24	Cc1ccc(NC(=O)Cn2cc(C(=O)C3CC3)c3ccccc32)cc1	1	2	1	-7	-2

no.	TDP2 inh	PG9 binder	TCR CD3 inh	LEDGF integ inh	mABHD4 FP
13	1	1.9	1	1	2
14	3	2.0	3	3	-2
15	-1	-0.4	1	1	2
16	3	-0.2	2	-1	1
17	-3	1.1	-4	3	-2
18	2	-0.8	1	1	6
19	2	-0.3	5	1	-5
20	5	1.6	2	0	2
21	3	0.4	10	-1	-3
22	-10	-3.1	6	3	6
23	3	-1.1	4	-3	0
24	-5	10*	8	-4	2

# (cont.)
no.	SMILES	UHRF1 binding	SIAE inh	DDE Tn7 FP inh	HTRA1 inh	PRMT1 inh
25	O=C(O)c1cc2c(ccc3ccccc32)[nH]1	4	5	0	-1	0
26	COc1cc(C2C(=O)c3ccccc3C2=O)ccc1O	-6	-14	-2	17	1
27	O=C(CN1C(=O)CCS(=O)(=O)c2ccccc21)Nc1cccc(Cl)c1	0	5	2	-10	-3
28	COc1ccc(CCNC(=O)CCCn2nc(C)n3ccnc3c2=O)cc1OC	1	-10	-9	-5	-1
29	CC1=C(C#N)C(=O)NC(=O)/C1=C\c1ccc(-c2cc(C)c(C)cc2[N+](=O)[O-])o1	-1	-33	5	13	40*
30	COc1ccc(NC(=O)CSc2ncccc2C(=O)OC(C)C)cc1OC	4	2	2	2	4
31	Cc1ccc(S(=O)(=O)N2CCN(C(=O)Cc3ccc(S(=O)(=O)N4CCOCC4)s3)CC2)cc1	0	5	8	0	-1
32	COC(=O)c1c(NC(=O)C2COc3ccccc3O2)sc2c1CCN(C(C)=O)C2 (centres undefined)	-2	-1	2	-15	0
33	COCCN(C(=O)COC(=O)Cc1cccc(OC)c1)c1c(N)n(Cc2ccccc2)c(=O)[nH]c1=O	-2	7	1	3	0
34	COCCN(CCOC)S(=O)(=O)c1ccc(NC(=O)c2cnccn2)cc1	5	-1	-8	4	-1
35	Cc1cccc(NC(=O)CSc2nnc(NC(=O)c3ccc(S(=O)(=O)N4CCOCC4)cc3)s2)c1C	1	-5	1	.	-1
36	CNC(=S)N(CCc1ccc(S(N)(=O)=O)cc1)C1CC(=O)N(c2ccccc2F)C1=O (centres undefined)	-1	-3	4	2	3

no.	TDP2 inh	PG9 binder	TCR CD3 inh	LEDGF integ inh	mABHD4 FP
25	-1	-3.0	-9	4	-11
26	-8	-3.1	4	-6	28
27	1	0.1	6	-2	-8
28	-6	-2.0	2	7	-3
29	22	-0.8	-8	6	41*
30	-10	-1.1	4	0	4
31	-9	-2.5	7	-1	-5
32	1	-1.8	6	5	-5
33	5	0.9	10	1	-5
34	-14	1.6	-6	2	-11
35	5	0.5	4	-1	0
36	6	-2.8	8	-3	0

# Later entries.
no.	SMILES	UHRF1 binding	SIAE inh	DDE Tn7 FP inh	HTRA1 inh	PRMT1 inh
37	Cc1ccnc(N2CCC(C(=O)NNC(=O)c3ccccc3)CC2)n1	-2	2	3	-7	-2
38	C#CCCCN([C@@H](CC(C)C)C(=O)OC)S(=O)(=O)c1ccc(F)cc1Br	0	-1	-1	.	-7
39	COc1ccc(NC(=O)CSc2nnc3ccc(-c4ccncc4)nn23)cc1OC	-1	5	-3	-1	2
40	O=C1CN(c2nc3nonc3nc2N2CCCCC2)CCN1	-3	-1	0	1	-3
41	Cc1cc(NC(=O)CSCC(=O)Nc2ccccc2OC(F)F)no1	-1	1	8	11	-2
42	COCCn1c(-c2cccs2)csc1=Nc1cccnc1	1	-5	-5	3	17
43	Cc1ccccc1Nc1c(-c2ccncc2)nc2ccc(Cl)cn12	1	3	2	-10	-4
44	CCCN1CCC(NC(=O)CC2C(=O)NCCN2Cc2ccccc2C)CC1 (centres undefined)	4	-4	5	-3	6
45	CCC(=O)Nc1nc2ccc3nc(C)sc3c2s1	4	-7	4	-5	2
46	CC(=O)Nc1ccc(NC(=O)[C@@H](NC(=O)c2ccccc2F)C(C)C)cc1	0	-4	15*	2	0
47	CCC(c1nnc(SCC(=O)Nc2cc(C)on2)o1)N(C)C (centres undefined)	12	-2	-5	-2	5
48	Cc1cc(N(C)C)nc(Nc2ccccc2)n1	1	5	5	1	1
49	CC(C)(C)c1cc(NS(=O)(=O)c2ccc(Br)s2)no1	-2	-1	-2	-1	-8

no.	TDP2 inh	PG9 binder	TCR CD3 inh	LEDGF integ inh	mABHD4 FP
37	4	0.1	-1	-2	4
38	-8	.	.	4	-8
39	12	-0.1	-6	-2	-2
40	-10	-0.1	3	-3	0
41	12	0.2	9	1	2
42	-5	1.7	-4	-6	-6
43	4	1.4	3	-3	-8
44	-10	-2.1	12	-3	-2
45	-6	-2.3	-2	-1	6
46	-3	-1.7	1	-4	2
47	-21	1.6	-9	2	-7
48	1	0.8	5	-2	3
49	3	-1.2	6	2	4
